SIRT5 inh – inhibitors of human sirtuin-5 desuccinylase; inhibition, % at 15 µM; Purified SirT5, succinyl-peptide AMC, trypsin-coupled fluorescence; AID 652115; Q9NXA8; actives 1.1% (n = 330,000); in the data active = inhibition above about 15%; inconclusive = no clear call, values can overlap the other calls
Target sequence (Q9NXA8 whole entry, looked up): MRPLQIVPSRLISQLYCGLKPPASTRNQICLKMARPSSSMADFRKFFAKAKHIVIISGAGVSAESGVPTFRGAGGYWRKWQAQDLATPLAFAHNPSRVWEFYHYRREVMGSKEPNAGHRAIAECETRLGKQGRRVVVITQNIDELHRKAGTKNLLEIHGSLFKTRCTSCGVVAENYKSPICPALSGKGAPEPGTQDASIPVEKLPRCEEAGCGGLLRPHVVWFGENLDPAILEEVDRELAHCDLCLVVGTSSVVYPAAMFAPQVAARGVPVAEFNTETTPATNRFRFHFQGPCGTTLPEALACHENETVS
CASP6 VEID inh – inhibitors of human caspase-6 | actives 0.53% (n = 350,000) | P55212 | purified caspase-6, Z-VEID-R110 cleavage fluorescence | inhibition, % at 12.5 µM;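 active = mean inhibition across replicates at least about 35%, with every replicate also reaching that limit, limit read from the data; inconclusive = only one of the two criteria met; inactive = neither criterion met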;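 also: 0% = median of neutral control wells and 100% = no fluorescence left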
Target sequence (P55212 24-179 limits assumed): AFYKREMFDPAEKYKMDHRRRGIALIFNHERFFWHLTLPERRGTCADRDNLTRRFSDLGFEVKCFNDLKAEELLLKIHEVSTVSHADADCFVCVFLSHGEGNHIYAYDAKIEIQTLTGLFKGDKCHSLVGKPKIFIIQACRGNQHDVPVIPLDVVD
Target sequence (P55212 194-293 limits assumed): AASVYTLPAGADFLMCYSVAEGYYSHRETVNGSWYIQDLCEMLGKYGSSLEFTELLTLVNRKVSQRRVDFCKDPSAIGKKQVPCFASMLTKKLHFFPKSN
ARNT TACC3 PPI – ARNT/TACC3 interaction disruption; Q9Y6A5; AlphaScreen His-ARNT PAS-B/GST-TACC3 binding, luminescence; TACC3 fragment carries E629A point mutation; inhibition, % at 9.99 µM; actives 0.66% (n = 390,000);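 active = mean inhibition of replicates at least 50% and at least half of replicates each reaching 50%; inconclusive = half or more replicates reach 50% but mean below 50%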;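 also: 0% = complete ARNT plus TACC3 wells and 100% = ARNT alone without TACC3; many hits fall short of the cut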
PAX8 reporter – lowers PAX8-driven luciferase in RMG-I cells. RMG-I TPO-luciferase reporter, SteadyGlo, 24 h. inhibition, % at 12.6 µM. actives 1.2% (n = 360,000). AID 652154;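 active = mean replicate inhibition at least 60% with every replicate also reaching 60%; inconclusive = only one of the two criteria is met; inactive = mean below 60% and not all replicates reaching 60%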;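 also: luciferase light reporting Pax8 driven TPO promoter activity; plate controls were median of neutral control wells for no effect and mitoxantrone controls for full effect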
EWS-Fli block – EWS/Fli transcriptional activity inhibition; A673 NR0B1-luciferase reporter, viability-normalised; inhibition, % at 12.6 µM; actives 0.67% (n = 350,000);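 active = mean inhibition of at least 50% after viability correction, with every replicate also passing that limit; inconclusive = mean reaches 50% but only one of two replicates passes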;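 also: firefly luciferase signal divided by Alamar Blue viability fluorescence both relative to DMSO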
LGR2 antag – inhibitors of bursicon-induced Drosophila LGR2 receptor cAMP signaling | actives 0.35% (n = 380,000) | HEK293 LGR2, CRE-luciferase, bursicon-stimulated, 4 h | inhibition, % at 9.99 µM;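 active = drop in luminescence signal, shown as inhibition above about 50% in the replicate tests, limit read from the data, passing the limit was not always enough; inconclusive = probably only some replicates passing the limit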;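 also: agonist challenge used bursicon conditioned medium at about half maximal strength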
DENV2 CPE rescue – protects cells from dengue virus 2 cytopathic effect. DENV2-infected cells, cytopathic effect rescue, plate reader. CPE inhibition, % at 9.99 µM. actives 1.7% (n = 350,000). AID 651640; in the data active = CPE inhibition above about 20%, passing the limit was not always enough; inconclusive = no clear call, values can overlap the other calls; tested in BHK-21 cells;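 also: 0% = median of neutral control wells and 100% = median of positive control wells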
* marks the source's active call; other numbers are inactive results; ? = inconclusive; · = not tested or not shown; & = joins results of further samples.

#1 CCCNC(=O)C1(C)CCN(C(=O)c2ccc3sccc3c2)C1 (stereo not given)
#2 COc1cc2nnn(-c3ccncc3)c2cc1OC
#3 Cc1ccc(NC(=O)Cn2c(-c3ccc(F)cc3)cnc2SCC(=O)Nc2c(C)cccc2C)cc1
#4 Fc1cccc(CCN2CCN=C2Nc2ccccc2)c1
#5 COC(=O)[C@H](Cc1ccccc1)[C@@H](C)OS(N)(=O)=O
#6 CC(Oc1ccccc1)C(=O)N1CCN(c2ccc(N3CCCCCC3)nn2)CC1 (stereo not given)
#7 CSCc1ccc(C(=O)N2CCCC(Nc3ccc(F)cc3)C2)o1 (stereo not given)
#8 O=C(NNc1ccccc1Cl)C(O)(c1cccc(C(F)(F)F)c1)c1cccc(C(F)(F)F)c1
screen / no.	1	2	3	4	5	6	7	8
EWS-Fli block	6	3	·	6	5	5	·	35
SIRT5 inh	-2	5	·	·	·	-1	-4	-6
PAX8 reporter	·	-14	-5	-15	-11	4	-19	67*
ARNT TACC3 PPI	·	·	-4	-5	-4	5	-2	-5
LGR2 antag	14	-2	21	-1	-2	12	11	17
CASP6 VEID inh	-1	-1	·	0	-1	-4	1	0
DENV2 CPE rescue	-4	4	·	?	-9	-8	3	·

#9 CCCc1cc(=O)oc2c(C)c(OCC(=O)NCCCN3CCOCC3)ccc12
#10 Cc1cccc(CNc2ncnc3ccc(-c4ccoc4)cc23)c1
#11 CCc1ccc(NC(=O)C(=O)NCCN2CCN(Cc3ccc([N+](=O)[O-])cc3)CC2)cc1
#12 CC1(C)S[C@@H]2[C@H](NC(=O)[C@H](N)c3ccccc3)C(=O)N2[C@H]1C(=O)O
#13 CC1CCN(C(=O)COC(=O)/C=C/c2ccco2)CC1
#14 Cc1cc(C)c2c(N)c(C(=O)N3CCc4ccccc4C3)sc2n1
#15 C[C@@H]1CN([C@H](C)CO)C(=O)c2cc(C#Cc3cccnc3)cnc2O[C@@H]1CN(C)Cc1ccccc1
#16 Cc1cccc2c1N(C(=O)CN1C(=O)c3ccccc3C1=O)C(C)(C)c1ssc(=S)c1-2
screen / no.	9	10	11	12	13	14	15	16
EWS-Fli block	·	-4	14	-5&-3	-16	-1	-4	·
SIRT5 inh	-7	·	0	12&-1	-4	-2	5	·
PAX8 reporter	-10	3	20	-27&-10	-40	9	·	5
ARNT TACC3 PPI	2	-1	-4	-9&1	-7	-7	5	0
LGR2 antag	-18	29	12	-11	-25	-17	5	-19
CASP6 VEID inh	-1	-1	-4	·	49*	3	-3	·
DENV2 CPE rescue	-4	-3	-1	-5&20	-3	-6	·	·

#17 CCn1cc(CN2CCCC(C(=O)Nc3cccc(-n4cccn4)c3)C2)cn1 (stereo not given)
#18 CC[n+]1c(/C=C/c2cc([N+](=O)[O-])ccc2O)ccc2ccccc21
#19 COc1ccc(C(C)=O)cc1CN1C(=O)NC2(CCCCCCC2)C1=O
#20 O=C(Cn1c(=O)c2cccn2c2ccc(F)cc21)N1CCN(c2ccc(F)cc2)CC1
#21 O=C(CCCOc1ccccc1)NC(=S)Nc1ccccc1
#22 Cc1ccc(C(O)c2ccc(-n3ccnc3)cc2)cc1 (stereo not given)
#23 O=C(NCc1ccco1)C1CCC(N2C(=O)c3ccccc3C2=O)CC1 (stereo not given)
#24 CCOc1cc2[nH]c(=S)n(CCC(=O)N3CCc4ccccc4C3)c(=O)c2cc1OCC
screen / no.	17	18	19	20	21	22	23	24
EWS-Fli block	9	-12	-3	·	4	-4	-1	·
SIRT5 inh	·	0	-1	0	1	-4	-2	3
PAX8 reporter	28	19	28	20	-3	8	·	-3
ARNT TACC3 PPI	·	14	-3	2	-3	2	2	-37
LGR2 antag	8	2	3	-13	·	-4	2	·
CASP6 VEID inh	4	4	-3	6	-4	-2	3	-1
DENV2 CPE rescue	13	1	6	-2	-4	4	1	·

#25 COCC(=O)N1C[C@@H](C)[C@H](OC)CN(C)C(=O)c2cc(NC(=O)c3cc(C)on3)ccc2OC[C@@H]1C
#26 O=C(CCN1C(=O)S/C(=C/c2ccc(F)cc2)C1=O)Nc1ccc(O)c(C(=O)O)c1
#27 CCCC(=O)Nc1ccc2c(c1)C(=O)N(C)C[C@@H](OC)[C@H](C)CN(C(=O)CC1CC1)[C@@H](C)CO2
#28 O=C(CNC(=O)c1ccccc1F)OCc1nc2ccccc2s1
#29 COc1ccccc1N1CCN(C(=O)c2ccccc2SCC(=O)NCc2ccco2)CC1
#30 O=C(c1cnc(Cc2c[nH]c3ccccc23)c(I)c1)N1CCN(Cc2ccccc2)CC1
#31 Cc1ccc(C)c(S(=O)(=O)Nc2ccc(O)c(C(=O)O)c2)c1
#32 CCOc1ccc(C2CC(c3cccc(OC)c3)n3nc(N)nc3N2)cc1 (stereo not given)
screen / no.	25	26	27	28	29	30	31	32
EWS-Fli block	-4	2	1	-44	2	25	1	2
SIRT5 inh	-5	1	0	-1	1	3	-1	·
PAX8 reporter	-1	-12	-13	4	18	40	-4	-2
ARNT TACC3 PPI	-7	-1	3	-9	-1	·	-3	1
LGR2 antag	8	-7	-18	-61	9	20	17	6
CASP6 VEID inh	0	4	·	2	-19	0	3	1
DENV2 CPE rescue	3	-3	-12	1	6	?	-2	-2

#33 NC(=O)c1nn(CC(=O)Nc2cccc(S(=O)(=O)N3CCCC3)c2)c(=O)c2ccccc12
#34 O=C1/C(=C\c2cccc(O)c2O)SC(=S)N1Cc1ccccc1
#35 Cc1ccc(NC(=O)[C@@H]2CCCN2S(=O)(=O)c2ccccc2F)cc1S(=O)(=O)N1CCOCC1
#36 CN(C)S(=O)(=O)c1cccc(-c2nn(-c3ccccc3)cc2/C=C(\C#N)c2nc3ccccc3[nH]2)c1
#37 CCc1ccc(N2CN(Cc3cccnc3)CNC2=S)cc1
#38 C[C@@H]1CN([C@H](C)CO)C(=O)c2cc(NC(=O)CCC(F)(F)F)ccc2O[C@@H](C)CCCCO[C@H]1CN(C)S(=O)(=O)c1cccs1
#39 CC1=NN(c2ccccc2)C(=O)/C1=C\c1cc(C)n(C)c1C
#40 C[C@H](O)C#Cc1ccc2c(c1)O[C@H](CN(C)Cc1ccncc1)[C@H](C)CN([C@@H](C)CO)S2(=O)=O
screen / no.	33	34	35	36	37	38	39	40
EWS-Fli block	-3	45	·	·	13	8	-50	-5
SIRT5 inh	-8	2	·	·	1	9	-2	3
PAX8 reporter	-2	4	0	13	24	5	-26	·
ARNT TACC3 PPI	-10	15	10	-15	-5	11	4	6
LGR2 antag	-7	·	31	6	·	-11	-30	16
CASP6 VEID inh	3	28	·	·	3	1	-2	2
DENV2 CPE rescue	?	?	·	·	-5	0	1	-3

A different layout for some results above:
| entry | SMILES | EWS-Fli block | SIRT5 inh | PAX8 reporter | ARNT TACC3 PPI | LGR2 antag | CASP6 VEID inh | DENV2 CPE rescue |
| --- | --- | --- | --- | --- | --- | --- | --- | --- |
| 28 | O=C(CNC(=O)c1ccccc1F)OCc1nc2ccccc2s1 | -44 | -1 | 4 | -9 | -61 | 2 | 1 |
| 29 | COc1ccccc1N1CCN(C(=O)c2ccccc2SCC(=O)NCc2ccco2)CC1 | 2 | 1 | 18 | -1 | 9 | -19 | 6 |
| 30 | O=C(c1cnc(Cc2c[nH]c3ccccc23)c(I)c1)N1CCN(Cc2ccccc2)CC1 | 25 | 3 | 40 | · | 20 | 0 | ? |
| 31 | Cc1ccc(C)c(S(=O)(=O)Nc2ccc(O)c(C(=O)O)c2)c1 | 1 | -1 | -4 | -3 | 17 | 3 | -2 |
| 32 | CCOc1ccc(C2CC(c3cccc(OC)c3)n3nc(N)nc3N2)cc1 (stereo not given) | 2 | · | -2 | 1 | 6 | 1 | -2 |
| 33 | NC(=O)c1nn(CC(=O)Nc2cccc(S(=O)(=O)N3CCCC3)c2)c(=O)c2ccccc12 | -3 | -8 | -2 | -10 | -7 | 3 | ? |
| 34 | O=C1/C(=C\c2cccc(O)c2O)SC(=S)N1Cc1ccccc1 | 45 | 2 | 4 | 15 | · | 28 | ? |
| 35 | Cc1ccc(NC(=O)[C@@H]2CCCN2S(=O)(=O)c2ccccc2F)cc1S(=O)(=O)N1CCOCC1 | · | · | 0 | 10 | 31 | · | · |
| 36 | CN(C)S(=O)(=O)c1cccc(-c2nn(-c3ccccc3)cc2/C=C(\C#N)c2nc3ccccc3[nH]2)c1 | · | · | 13 | -15 | 6 | · | · |
| 37 | CCc1ccc(N2CN(Cc3cccnc3)CNC2=S)cc1 | 13 | 1 | 24 | -5 | · | 3 | -5 |

Further compounds
#41 O=C(O)c1ccccc1C(=O)OCCc1cc2ccccc2c(=O)o1
#42 CC(=O)c1sc(NC(=O)c2ccc(F)cc2)nc1-c1ccccc1
#43 CCC(C)n1c(=O)c2sccc2n2c(CCCC(=O)N3CCC(C(N)=O)CC3)nnc12 (stereo not given)
#44 Cc1ccn2c(Cc3ccccc3)c(-c3ccc(F)cc3)nc2c1
#45 COc1cc(NC(=O)c2cc(S(=O)(=O)N3CCCCC3)ccc2N2CCOCC2)cc(OC)c1
#46 CCN1CCN(CC(=O)NC2CCCC2)C(=O)C1=O
#47 CCOc1ccc2[nH]c3c(N4CCc5ccccc5C4)ncnc3c2c1
#48 COc1ccc(NC(=O)N[C@H]2CC[C@@H](CCNC(=O)c3ccccc3F)O[C@@H]2CO)cc1
screen / no.	41	42	43	44	45	46	47	48
EWS-Fli block	3	-152	·	-62	7	-18	47	-3
SIRT5 inh	·	-3	0	-5	-3	-2	-1	1
PAX8 reporter	0	-29	-5	-160	6	-16	35	-4
ARNT TACC3 PPI	-4	-8	-8	·	-1	-3	·	-9
LGR2 antag	-11	-68	0	-75	4	-2	·	38
CASP6 VEID inh	-1	-4	-2	2	1	-1	-7	1
DENV2 CPE rescue	15	-3	?	?	-10	-13	-10	8

#49 C[C@H]1CCCCO[C@@H](CN(C)C(=O)c2ccncc2)[C@@H](C)CN([C@@H](C)CO)C(=O)c2cc(NC(=O)C3CCCCC3)ccc2O1
#50 CC(C)CCC(C)NC(=O)C1CCN(S(=O)(=O)/C=C/c2ccccc2)CC1 (stereo not given)
#51 NNC(=O)C1SCCN1S(=O)(=O)c1ccc(Cl)cc1 (stereo not given)
#52 O=C(CN(C(=O)CNC(=O)c1ccco1)c1ccc2c(c1)OCCO2)NC1CCCCC1
#53 Cc1ccccc1OCC(=O)Nc1ccc(S(=O)(=O)N2CCCC2)cc1
#54 COc1cc(C(=O)OCc2cc(=O)c(O)co2)ccc1OC(F)F
#55 Cc1cc(C)nc(NC(=O)c2ccc(C)c(C)c2)n1
#56 CN(C(=O)COC(=O)c1ccc2ccccc2n1)C1CCS(=O)(=O)C1 (stereo not given)
screen / no.	49	50	51	52	53	54	55	56
EWS-Fli block	-4	-2	10	4	2	2	-14	2
SIRT5 inh	-3	0	-3	2	3	-3	3	-2
PAX8 reporter	7	-15	9	4	-59	-11	-2	5
ARNT TACC3 PPI	-1	-4	-3	-13	2	3	-3	-4
LGR2 antag	3	8	8	3	1	1	-2	10
CASP6 VEID inh	0	·	-1	4	-1	35	-4	4
DENV2 CPE rescue	-8	-4	0	2	-8	4	-2	3

#57 COc1ccc(NC(=O)N(C)C[C@@H]2Oc3c(NS(=O)(=O)c4ccc(Cl)cc4)cccc3C(=O)N([C@H](C)CO)C[C@H]2C)cc1
#58 O=C(CCN1C(=O)/C(=C\c2ccccc2Cl)SC1=S)Nc1cccnc1
#59 O=C(N[C@H]1CC[C@@H](CCn2cc(-c3ccc(F)cc3)nn2)O[C@H]1CO)c1cnccn1
#60 Cn1cccc1/C=C1\SC(=O)N(c2ccc(O)cc2)C1=O
#61 COc1ccc(NC(=O)C2Cc3c(-c4ccco4)ccnc3O2)cc1OC (stereo not given)
#62 C[C@H]1CN([C@@H](C)CO)S(=O)(=O)c2ccc(C#CC3CC3)cc2O[C@H]1CN(C)Cc1cccnc1
#63 COc1cccc(/C=C(/C#N)c2ccc(Cl)cc2)c1OCc1cccc(C(=O)O)c1
screen / no.	57	58	59	60	61	62	63
EWS-Fli block	-3	2	10	·	-9	1	-2
SIRT5 inh	1	-3	0	·	-3	3	0
PAX8 reporter	-5	-5	13	-61	-4	·	-11
ARNT TACC3 PPI	-28	-8	-8	-2	·	1	0
LGR2 antag	2	9	9	-56	4	14	-29
CASP6 VEID inh	0	0	1	·	1	4	·
DENV2 CPE rescue	-2	3	-6	·	6	-7	6
